Source: PubChem BioAssay (National Center for Advancing Translational Sciences (NCATS))
APEX1 inh: blocks human APE1 abasic DNA cleavage; recombinant APE1, TAMRA/BHQ-2 abasic DNA cleavage fluorescence; Potency, µM (series often up to 65.8 µM), for the others: top-dose activity change, negative = inhibition, most hits filed as inhibitors; 350,000 tested, 0.35% active; AID 2517;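 further: potency means the concentration at half of the fitted maximal effect; plate controls were vehicle for no effect and reference inhibitor for full effect; nearly all actives have a fitted effect of over 55% in size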
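Activity was derived from the fluorescence gain between first and third kinetic reads (60 s intervals, ex 525/em 598 nm) after 50 nM THF-abasic TAMRA/BHQ-2 duplex was added to 0.75 nM APE1 preincubated 15 min with compound.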
LDHA block: LDHA (human) enzyme inhibition. P00338. activity change, % (values are at about 110 or 230 µM). 480,000 tested, 0.15% active. purified LDHA, NADH/diaphorase-resazurin fluorescence; active compounds read low; in the data active means activity change below about -30%; inconclusive means mostly about -25% to -30%;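 further: plate controls were DMSO wells for no effect and wells without enzyme for full effect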
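Human LDH5 at 2 nM final in Tris HCl pH 7.4 with 0.06 mM NADH and 0.2 mM pyruvate, reacted 5 minutes at room temperature. Remaining NADH coupled via diaphorase/resazurin; resorufin fluorescence read at 0 and 20 minutes, normalized to enzyme-free and DMSO wells.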
POLH inh: inhibitors of human DNA polymerase eta | Q9Y253 | recombinant Pol eta, fluorescent DNA replication assay | Potency, µM (top dose mostly 114 µM), inactives show top-dose activity change, negative = inhibition, usual class: inhibitors | 390,000 tested, 1.2% active; further: potency means the concentration at half of the fitted maximal effect; on the % scale 0 is the no-effect control and ±100 the full control effect
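Pol eta (10 nM) was preincubated with compounds for 15 min at room temperature, after which fluorescent replication substrate (50 nM final) was added to start the reaction. Fluorescence was read kinetically at 0 and 10 min.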
Pol kappa inh: DNA polymerase kappa (human) inhibition; AID 588579; 400,000 tested, 0.53% active; Q9UBT6; purified Pol kappa, fluorescent DNA synthesis assay, 10 min; Potency, µM (top dose mostly 107 µM), inactives show at the highest dose activity, negative = inhibition, hits mostly inhibitors; further: potency means the concentration at half of the fitted maximal effect; on the % scale 0 is the no-effect control and ±100 the full control effect
Target sequence (Q9UBT6 whole entry, looked up): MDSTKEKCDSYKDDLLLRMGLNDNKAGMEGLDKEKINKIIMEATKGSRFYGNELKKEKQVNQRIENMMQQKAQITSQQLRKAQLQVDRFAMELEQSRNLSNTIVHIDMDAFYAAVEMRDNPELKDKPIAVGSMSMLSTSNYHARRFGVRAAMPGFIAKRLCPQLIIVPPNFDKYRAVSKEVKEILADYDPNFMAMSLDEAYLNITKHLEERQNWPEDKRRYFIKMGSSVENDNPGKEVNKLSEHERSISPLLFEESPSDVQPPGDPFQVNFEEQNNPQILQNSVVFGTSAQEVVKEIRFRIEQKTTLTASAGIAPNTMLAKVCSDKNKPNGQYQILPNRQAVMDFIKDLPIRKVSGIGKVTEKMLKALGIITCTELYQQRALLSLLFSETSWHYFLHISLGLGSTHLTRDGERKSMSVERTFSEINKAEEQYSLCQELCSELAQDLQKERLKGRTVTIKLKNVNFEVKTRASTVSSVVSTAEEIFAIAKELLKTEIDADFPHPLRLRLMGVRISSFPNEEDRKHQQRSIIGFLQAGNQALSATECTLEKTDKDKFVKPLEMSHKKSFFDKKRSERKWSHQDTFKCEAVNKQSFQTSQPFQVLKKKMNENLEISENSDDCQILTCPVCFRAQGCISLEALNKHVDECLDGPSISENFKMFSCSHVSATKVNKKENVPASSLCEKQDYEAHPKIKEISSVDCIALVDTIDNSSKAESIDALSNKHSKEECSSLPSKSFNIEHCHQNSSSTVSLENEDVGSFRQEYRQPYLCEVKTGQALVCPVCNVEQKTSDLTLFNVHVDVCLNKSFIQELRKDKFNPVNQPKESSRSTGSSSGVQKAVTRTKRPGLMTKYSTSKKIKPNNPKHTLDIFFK
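Inhibition of 10 nM Pol kappa is measured by a fluorescent read-out at 0 and 10 min following addition of 50 nM substrate (final), with a 15-min room-temperature compound preincubation.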
Anesthetic bind: binds horse apoferritin like a general anesthetic; P02791; apoferritin/1-aminoanthracene competitive binding, fluorescence; Potency, µM (series often up to 77.5 µM), for inactives: at the highest dose activity change, negative = displacement, most hits filed as inhibitors; 350,000 tested, 0.074% active; further: potency means the concentration at half of the fitted maximal effect; on the % scale 0 is the no-effect control and ±100 the full control effect; nearly all actives have a fitted effect of over 20% in size
Target sequence (P02791 2-175 limits assumed): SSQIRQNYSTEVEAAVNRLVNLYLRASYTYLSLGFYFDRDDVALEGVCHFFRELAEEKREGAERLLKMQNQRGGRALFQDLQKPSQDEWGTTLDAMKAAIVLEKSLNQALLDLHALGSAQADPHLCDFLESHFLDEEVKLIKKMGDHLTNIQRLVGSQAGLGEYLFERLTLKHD
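Probe: 1-aminoanthracene (50% saturated, PBS). Protein: horse-spleen apoferritin, 10 uM. Incubation: 10 min, room temperature. Detection: 380 nm excitation, 535 nm emission. Analysis: normalized response, four-parameter Hill.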
RGS4 inhibitor: inhibitors of human regulator of G protein signaling 4; P49798; Transcreener GDP fluorescence polarization, RGS4-accelerated GTP hydrolysis; Potency, µM (top dose mostly 114 µM), without a hit: top-dose activity change, negative = inhibition, most hits filed as inhibitors; 390,000 tested, 0.039% active; further: potency means the concentration at half of the fitted maximal effect; on the % scale 0 is the no-effect control and ±100 the full control effect; nearly all actives have a fitted effect of over 75% in size; some results filed as inactive show a strong effect at the top dose
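MLSMR compounds (23 nl, pin-transferred) preincubated 10 min at room temperature with a 500nM (2x) first reagent, then RGS4 at 900nM (2x) plus Transcreener GDP mix added; fluorescence polarization (620/688 nm) read before and after 90 min at 30 °C.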
ALOX12 inh: blocks human arachidonate 12S-lipoxygenase | AID 1671190 | Potency, µM (titrated, usually from 108 µM), inactives show at the top dose activity change, negative = inhibition, hits mostly inhibitors | P18054 | 580,000 tested, 1.1% active | purified 12hLO, xylenol orange hydroperoxide absorbance; further: potency means the concentration at half of the fitted maximal effect; on the % scale 0 is the no-effect control and ±100 the full control effect
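Purified human 12hLO at 150 nM in 25 mM Hepes, 0.01% Triton X-100, pH 7.0, preincubated 15 min at room temperature with compound. Reaction started with 40 uM arachidonic acid, 30 min at room temperature. Hydroperoxide measured by Fe-xylenol orange, 573/405 nm absorbance ratio.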
Pol beta inh: blocks human DNA polymerase beta activity; 340,000 tested, 1.3% active; P06746; Pol beta primer extension/strand displacement, fluorescence kinetic; Potency, µM (titrated, usually from 114 µM), without a hit: at the highest dose activity change, negative = inhibition, most hits filed as inhibitors; further: potency means the concentration at half of the fitted maximal effect; on the % scale 0 is the no-effect control and ±100 the full control effect
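Curves were derived by four-parameter Hill fits of normalized qHTS data. The kinetic fluorescent primer-extension read was taken at 0 and 10 min after 50 nM substrate, following a 15 min room-temperature preincubation of 10 nM enzyme with compounds.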
ERG Ets-DNA blk: blocks human ERG Ets domain binding to DNA. P11308. fluorescence polarization, His-ERG Ets domain / labelled DNA. Potency, µM (doses to about 76.9 µM), inactives show at the highest dose FP activity, negative = inhibition, hits mostly inhibitors. 370,000 tested, 0.028% active. AID 624246; active means well fitted inhibition curve with a large enough effect in the polarisation, with a control signal flat; inconclusive means small, poorly fitted or top-dose-only effect, or effect the other way, or a change in a side signal; inactive means no such curve, though single readings can be large or run the other way; the % refers to the polarisation;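 further: polarization taken with two DNA probes labelled with fluorescein and Texas red; potency means the concentration at half of the fitted maximal effect; % of control where 0% means no effect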
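His-tagged ERG Ets domain (1 uM in the protein solution; 300mM KCl, 50mM Tris-HCl, 1mM EDTA, 1mM DTT, pH 7.5) received compound, then a probe mix of 5 nM fluorescein-DNA and 100nM Texas-615-DNA. Fluorescence polarization was read for both dyes.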
Active calls of the source: *; ? = inconclusive; · = not tested or not shown; [ ] = remark or other dose. Unless noted, the call rests on the fitted dose curve; in most records, active means well fitted curve in the direction sought with a large enough effect; inconclusive means small, poorly fitted or top-dose-only effect, or another doubt; inactive means no such curve, though single readings can be large; an effect the other way counts as inactive or inconclusive. An excerpt (hit frequency here may not be typical).

SMILES	APEX1 inh	LDHA block	POLH inh	Pol kappa inh	Anesthetic bind	RGS4 inhibitor	ALOX12 inh	Pol beta inh	ERG Ets-DNA blk
COCCCNC(=O)c1cc2cc3cc(OC)ccc3nc2o1	-10.2%	0.9	-16.1%	1.4%	41.8%[activator]	?	-10.0%	0.5%	-3.2%
CCCN(CCC)CC(O)CN(c1ccccc1)S(=O)(=O)c1ccc(C)cc1 (stereo not given)	-0.3%	-14.0	2.1%	-8.5%	-21.7%	12.0%	-5.9%	-0.6%	-3.5%
O=C(CN1CCCCC1)Nc1ccc(N2CCCCCC2)cc1	-4.9%	2.7	0.3%	-2.9%	?	8.7%	?	?	0.3%
CCCN(CCC)C(=O)Cn1c(=O)n(CCCC(=O)NCc2ccco2)c(=O)c2sccc21	9.4%	-5.9	-4.8%	10.7%	-6.2%	-1.9%	7.3%	32.2%[activator]	-17.7%
Cn1cccc1/C=N/NC(=O)CSc1nc2ccccc2n1C	0.9%	0.3	-1.0%	-4.7%	2.1%	-1.1%	4.8%	3.8%	2.5%
Cc1nc(N2CCN(S(=O)(=O)c3ccc(Br)cc3)CC2)c2c(C)c(C)sc2n1	-2.1%	-1.2	-3.4%	-16.0%	-6.4%	-1.3%	0.0%	1.6%	22.7%
Cn1cnnc1Sc1c([N+](=O)[O-])ncn1C	-5.9%	·	·	11.5%[60.1 µM]	-12.5%	·	0.0%	·	·
COC(=O)c1ncccc1SC	2.6%	-4.4	-4.3%	-0.8%	-6.7%	-2.7%	-11.9%	36.0%	-11.6%
CCc1cc2c(=O)c(-n3cnc4ccccc43)coc2cc1O	-5.1%	-2.8	-12.0%	-14.7%	141.4%[activator]	10.6%	10.0%	0.1%	-11.8%
COc1cc(C(C)=O)ccc1Oc1ccc(S(=O)(=O)N2CCOCC2)cn1	2.0%	-3.5	-4.1%	-12.9%	·	20.8%	-1.5%	·	-5.1%
CCCCCCN1Cc2ccccc2C1	-1.2%	-0.2	-8.4%	-15.3%	-7.9%	-14.9%	0.0%	14.7%	-9.6%
O=C(NCc1n[nH]c(=S)n1-c1ccc(Cl)c(Cl)c1)c1ccc(S(=O)(=O)N2CCCCC2)cc1	29.9%	-1.3	-4.8%	-9.0%	-7.8%	-44.9%	?	-26.0%	-4.0%
O=S(=O)(c1ccc(Cl)cc1)N1CCn2c1nc1ccccc12	1.5%	0.7	9.5%	3.3%	-13.1%	-0.2%	-10.7%	1.3%	·
Cc1nn(C)c2c1c(-c1ccccc1)cc(=O)n2Cc1ccccc1Cl	·	0.4	-8.4%	0.0%	5.7%	8.0%	-29.9%	-0.8%	-2.0%
COC(=O)c1ccccc1S(=O)(=O)N1CCCC(c2nc3c(nnn3Cc3ccc(C)cc3)c(=O)[nH]2)C1 (stereo not given)	8.1%	-4.3	-3.3%	-0.8%	-17.1%	8.8%	-7.2%	16.1%	10.4%
COc1cccc(C(=O)N(C)Cc2c(C)nn(C3CCS(=O)(=O)C3)c2C)c1 (stereo not given)	-4.0%	-5.9	-6.6%	-0.9%	·	14.1%	?	·	-4.4%
CCC1Nc2ncnc(N3CCOCC3)c2N(Cc2ccc(Cl)cc2)C1=O (stereo not given)	8.0%	-7.3	-20.1%	-1.6%	·	4.5%	·	·	3.4%
CC1CCN(c2c([N+](=O)[O-])nn(-c3ccc4c(c3)OCCO4)[n+]2[O-])CC1	-7.6%	6.7	-19.8%	-5.7%	?	-32.3%[56.9 µM]	?	-26.3%	7.7%
CCN(C(=O)COC(=O)c1ccc(=O)n(Cc2ccccc2)n1)C1CCCCC1	48.1%[activator]	-0.3	-5.3%	4.6%	·	-2.2%	0.0%	·	-7.3%
Cc1c(N=C2N=C(NC(=O)c3ccc(F)cc3)c3ccccc32)c(=O)n(-c2ccccc2)n1C	14.2%	-4.4	?	12.6µM*	-6.7%	-10.4%	2.8%	-3.2%	4.1%
Cc1[nH]c2ccccc2c1CN1CCN(c2ccccn2)CC1	-2.5%	-3.0	-16.7%	0.5%	2.5%	-11.5%	338.2%[activator]	-24.1%	8.1%
Cc1ccc(CNC(=O)c2coc(=O)c3ccccc23)o1	-3.1%	2.2	-0.4%	-24.2%	-2.1%	-13.2%	?	-1.1%	-2.0%
O=C(c1ccc(F)cc1)N1CCCC(N2CCN(Cc3ccc4c(c3)OCO4)CC2)C1 (stereo not given)	-14.6%	1.1	4.1%	-5.6%	-7.6%	-1.2%	8.5%	35.0%	1.9%
COc1ccc2cc(CN(CCCN3CCOCC3)Cc3nnnn3C3CCCC3)c(=O)[nH]c2c1	-5.6%	-5.0	5.6%	2.0%[60.1 µM]	119.0%[activator]	4.5%	-1.5%	-1.4%	·
CSCCC(NC(=O)c1ccccc1)C(=O)N1CCN(C(=O)c2ccccc2)CC1 (stereo not given)	-8.7%	-3.0	-14.6%	-20.6%	·	-14.4%	16.8%	·	-7.3%

Arranged by the number under Pol kappa inh (smallest number first): some entries from above.
Molecule	Pol kappa inh
Cc1nc(N2CCN(S(=O)(=O)c3ccc(Br)cc3)CC2)c2c(C)c(C)sc2n1	-16.0%
CCCCCCN1Cc2ccccc2C1	-15.3%
COCCCNC(=O)c1cc2cc3cc(OC)ccc3nc2o1	1.4%

Further compounds follow:
SMILES	APEX1 inh	LDHA block	POLH inh	Pol kappa inh	Anesthetic bind	RGS4 inhibitor	ALOX12 inh	Pol beta inh	ERG Ets-DNA blk
CCN(C(=O)COC(=O)c1cccnc1)c1cccc2ccccc12	-12.9%	-13.7	-2.7%	-8.0%	·	-7.8%	-10.6%	·	-0.3%
CCN(CC)C(=O)C1CCN(S(=O)(=O)c2ccc(C3CNC(=O)C3)cc2)CC1 (stereo not given)	8.5%	-2.3	-18.3%	4.7%	2.7%	3.0%	-0.3%	-5.6%	-6.7%
CC(=O)c1c(C)[nH]c(C(=O)NCc2ccccn2)c1C	4.3%	-3.0	-0.4%	-19.8%	-5.0%	23.1%	2.6%[57.4 µM]	8.4%	3.9%
CC1CC(C)CN(C(=S)Nc2ccc(SC(F)F)cc2)C1 (stereo not given)	-9.8%	0.4	-9.4%	-2.9%	?	-4.3%	-5.8%	-18.0%	-9.5%
Cc1cccc(S(=O)(=O)Nc2nc3ccccc3nc2NCc2ccc3c(c2)OCO3)c1	16.5%	-9.1	-19.1%	-9.2%	-0.4%	7.6%	0.4%	3.6%	-1.0%
O=C(c1ccccn1)N1N=C2/C(=C/c3ccccc3)CCCC2C1c1ccccc1 (stereo not given)	-3.3%	-10.6	-21.9%	-4.2%[60.1 µM]	-20.8%	-24.1%	1.1%	7.0%	8.4%
Cc1cccc(CNC(=O)CCCN2C(=O)CCn3nc(-c4cccn4C)cc32)c1	·	-6.7	-12.1%	-4.8%[60.1 µM]	-5.7%	-21.6%	?	4.9%	5.1%
COc1ccc(NC(=O)N2CCN(c3ccc([N+](=O)[O-])cc3)CC2)cc1	21.0%	-0.3	2.5%	-5.4%	-9.1%	12.6%	-7.3%	31.2%	2.3%
Cc1ccc2c(c1)C(c1ccc(N3CCOCC3)cc1)=NNC(c1cccs1)=N2	9.8%	0.6	-21.8%	-11.3%	-16.1%	-17.8%	-20.6%	18.2%	1.5%
Cc1cc(OCC(=O)NCCO)ccc1Cl	6.7%	-14.6	2.6%	-9.7%	-8.8%	3.6%[56.9 µM]	-3.5%	49.5%	1.1%
CCOC(CNC(=O)c1ccc2c(c1)ncn2-c1ccc(F)c(F)c1)OCC	16.7%	-10.1	-18.5%	-15.5%	-4.9%	-14.7%	-11.9%	28.4%	-10.5%
O=C1N=c2ccccc2=C1c1sc(=S)n(NC(=O)c2cccc(O)c2)c1O	0.5%	6.4	?	-14.1%	-11.3%	-23.4%	-29.7%	13.2%	24.0%
O=C(CN1CCOC1=O)N1CCCC(N2CCN(c3cccc(C(F)(F)F)c3)CC2)C1 (stereo not given)	20.2%	0.3	-2.2%	-6.6%	-6.6%	13.0%	5.2%	0.3%	-1.3%
CC(C)NC(=O)CSc1nc2ccccc2n1CC(=O)N(C(C)C)C(C)C	0.3%	1.5	-5.7%	-1.3%	-7.3%	-29.1%	-8.6%	-3.3%	-3.3%
Cn1cccc1CNC(=S)Nc1ccccc1F	-8.7%	-5.9	-13.0%	-8.6%	-8.5%	0.1%	8.1%	33.1%[activator]	8.6%
COc1cc(/C=N/n2cnnc2)ccc1OC(=O)c1cccnc1	0.8%	2.2	6.1%	-9.9%	6.1%	-87.8%[56.9 µM]	0.0%	-0.5%	-3.5%
O=C(NCC(=O)N1CC=C(c2ccccc2)CC1)c1ccco1	14.2%	-4.4	-5.2%	-4.1%	·	-6.2%	21.8%	·	10.2%
Cc1cccc(NC(=O)[C@H](C)NC(=O)[C@@H]2Cc3ccccc3CN2C(=O)OC(C)(C)C)c1	53.3%	-1.2	-22.3%	-2.9%	-8.9%	-4.3%	-7.4%	-11.5%	-4.0%
c1cc2c(cc1-c1[nH]ncc1CN1C[C@H]3CC[C@H]1C3)OCO2	6.7%	-1.6	-22.5%	-5.7%	-4.9%	-2.0%	-7.0%	28.1%	0.6%
O=c1[nH]c2ccccc2c2nc3ccccn3c12	-2.5%	0.5	-0.1%	13.3%	146.5%[activator]	-13.6%	-14.9%	6.7%	-1.7%
